# Bioassay records from PubChem BioAssay.
# FXIa inh – blocks human coagulation factor XIa activity; purified human FXIa, fluorogenic AMC substrate cleavage; inhibition, % at 10 µM; 33,000 tested, 0.3% active; AID 687;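 active = inhibition above 40% in the primary screen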;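 note: 0% = enzyme without compound and 100% = blank wells lacking enzyme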
# Target sequence (P03951 19-387 limits assumed): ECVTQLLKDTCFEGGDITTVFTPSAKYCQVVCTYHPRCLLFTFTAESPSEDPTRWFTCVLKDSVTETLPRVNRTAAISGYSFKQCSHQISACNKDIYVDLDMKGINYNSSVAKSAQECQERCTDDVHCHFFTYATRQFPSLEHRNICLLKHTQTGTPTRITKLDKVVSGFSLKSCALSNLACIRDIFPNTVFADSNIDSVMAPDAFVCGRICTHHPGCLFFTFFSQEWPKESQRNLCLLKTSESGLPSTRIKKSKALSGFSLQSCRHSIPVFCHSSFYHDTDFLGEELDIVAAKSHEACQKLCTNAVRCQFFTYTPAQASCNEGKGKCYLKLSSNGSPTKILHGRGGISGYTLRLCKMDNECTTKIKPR
# Target sequence (P03951 388-625 limits assumed): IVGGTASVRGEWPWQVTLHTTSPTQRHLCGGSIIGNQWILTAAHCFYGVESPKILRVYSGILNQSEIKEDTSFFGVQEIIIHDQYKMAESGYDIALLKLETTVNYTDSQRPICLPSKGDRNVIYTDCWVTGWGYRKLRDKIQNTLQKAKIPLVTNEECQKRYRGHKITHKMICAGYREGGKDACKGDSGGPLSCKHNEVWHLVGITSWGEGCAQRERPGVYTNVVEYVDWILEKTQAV
# FXIIa inh – inhibitors of human coagulation factor XIIa. purified human FXIIa, AMC substrate fluorescence, 2 h. inhibition, % at 10 µM. 33,000 tested, 0.2% active. AID 701; in the data active = inhibition above about 30%;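 note: 0% = enzyme with vehicle only and 100% = no enzyme blank; many of its hits are not listed in these tables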
# * hit, by the source's call. This is a subset; count on the stated rates, not on these rows.
SMILES,FXIa inh,FXIIa inh
Cn1cccc1CNCCc1ccccc1F,1,1
Cc1cc(N2CCOCC2)nc2ccc(NC(=O)CCC(=O)N3CCC4(CC3)OCCO4)cc12,-6,1
O=c1c2ccccc2nc(-c2ccoc2)n1-c1ccccc1Cl,6,7
CC(=O)[C@H]1CC[C@H]2[C@@H]3CC[C@H]4C[C@H](O)CC[C@]4(C)[C@H]3C(=O)C[C@]12C,-4,2
COc1ccccc1-n1c(O)c(C=NC2CC2)c(=O)[nH]c1=O,-3,6
CCCCCCN=Cc1c(O)n(C)c(=O)n(C)c1=O,0,5
CCOC(=O)N(C)c1ccc(C(O)(C(=O)OC)C(F)(F)F)cc1 (stereo not given),9,7
COc1ccc(CCNCc2ccc(OC)c(OC)c2OC)cc1,0,1
O=C(Cn1cnc2sc3c(c2c1=O)CCCC3)NCCCC(=O)N1CCC2(CC1)OCCO2,5,5
c1ccc2c(c1)OCC(C1=NCCN1)O2 (stereo not given),-14,-12
COc1ccc(C(=O)CC2(CC(=O)c3ccc(OC)cc3)C(=O)N(C)C(=O)N(C)C2=O)cc1,2,-6
Clc1cnc(Oc2ccc(Oc3ncc(Cl)cc3Cl)cc2)c(Cl)c1,14,4
O=C(COc1ccc2ccccc2c1)N1CCN(C2CCN(Cc3ccccc3)CC2)CC1,2,11
O=C1NC(=O)C(CCc2ccncc2)(Cc2ccc3c(c2)OCO3)C(=O)N1CCc1ccccc1 (stereo not given),-8,8
CCCc1[nH]nc2c1C1(C(=O)N(Cc3ccccc3)c3ccccc31)C(C(=O)OC)=C(N)O2 (stereo not given),-4,-1
CC(=O)NC(C)Cc1ccccc1 (stereo not given),-2,-6
O=C(c1ccco1)c1cn(Cc2ccc(Cl)cc2)c2ccccc12,9,3
CC(=O)c1ccc2c(c1)C1C(Cl)C(Sc3ccccc3[N+](=O)[O-])CC1C(c1ccccc1)N2 (stereo not given),2,10
O=C(COc1ccc(S(=O)(=O)N2CCCCC2)cc1)N1CCN(Cc2ccccc2)CC1,0,11
COc1ccc(-c2nc3ccccc3n2OC(=O)N(C)C)cc1,-9,4
O=C1NC(=O)C2(Cc3ccccc3N3CCOCC32)C(=O)N1c1ccccc1 (stereo not given),28,-16
CCCCNc1ccncc1S(=O)(=O)NC(=O)NC(C)C,1,5
O=c1[nH]c(=S)n(Cc2ccc(F)cc2)c(O)c1C=NCc1cccnc1,-2,11
O=C(Oc1c(Cl)cc(Cl)c2ccccc12)N1CCCCC1,4,13
CCCCn1c(O)c(C(C)=NCC2CCCO2)c(=O)[nH]c1=O (stereo not given),-7,7
COCCn1c(-c2ccccc2)cc(C(=O)O)c1C,-2,-9
CC(=O)OC1N=C(c2ccc(Cl)cc2)c2cc(Br)ccc2NC1=O (stereo not given),-2,11
CCC(C)C12CN3CCN(CC(C)(C3)C1=O)C2 (stereo not given),16,-13
Cc1ccc(-n2c(O)c(C=NCCN3CCOCC3)c(=O)[nH]c2=O)cc1,9,3
CC(C)[C@@]1(NC(=O)[C@@H]2C[C@@H]3c4cccc5[nH]cc(c45)C[C@H]3N(C)C2)O[C@@]2(O)[C@@H]3CCCN3C(=O)[C@H](Cc3ccccc3)N2C1=O,8,8
CCOC(=O)C(=O)NC1CCSC1=O (stereo not given),11,-2
COc1ccccc1N1C(=O)NC(=O)C2(Cc3cc(C)ccc3N(C)C2)C1=O (stereo not given),-1,7
CC1(C)C(c2ccccc2)=NC(c2cccnc2)N1O (stereo not given),5,2
FC(F)(F)c1ccc2c(c1)N(CCCN1CCN(CCCl)CC1)c1ccccc1S2,-12,3
C=CCn1c(O)c(C(C)=NCCN2CCCCC2)c(=O)[nH]c1=O,-3,8
CC(C(=O)Nc1ccc(Br)cc1C(=O)c1ccccc1)N1CCOCC1 (stereo not given),0,14
CN1C(=O)C(C2c3ccccc3C(=O)N2Cc2ccc([N+](=O)[O-])cc2)C(=O)N(C)C1=O (stereo not given),8,0
CCOC(=O)c1c(-c2ccc(OC)cc2)oc2ccc(OC(=O)N(C)C)cc12,-5,-26
COc1cccc(OC)c1C(=O)Nc1nc(N)n(-c2ccccc2)n1,5,7
c1ccc(C2N3CCCN23)cc1 (stereo not given),-14,5
CCC(=NC1CC1)c1c(O)n(C2CCCCC2)c(=O)[nH]c1=O,-3,3
C=Cn1ccnc1P(=S)(c1ccc(N(C)C)cc1)c1nccn1C=C,-2,-1
CC(C)=CCC12CN3CCN(CC(C3)C1=O)C2,0,9
O=C(COC(=O)Cc1ccccc1)NC12CC3CC(CC(C3)C1)C2,0,-1
Cc1ccc(N2C(=O)NC(=O)C3(Cc4ccccc4N4CCCC43)C2=O)cc1 (stereo not given),32,-14
Cc1c(/C=C2/CC3C4CC=C5CC(O)CCC5(C)C4CCC3(C)C2=O)cnn1C (stereo not given),-2,3
CCOC(=O)c1c(N)n(CCN2CCOCC2)c2nc3ccccc3nc12,-5,-2
CNCCc1c[nH]c2ccccc12,9,7
Cc1ccc(N)c(C(=O)c2ccccc2)c1,0,1
Cc1ccccc1C(O)(Cc1ccccc1)C1CN2CCC1CC2 (stereo not given),-2,-8
# Further entries follow.
SMILES,FXIa inh,FXIIa inh
CCc1cccc2c(C#N)cn(CC(=O)N3CCOCC3)c12,-3,0
CC1=NN(c2ccccc2)C(=O)C1/C=C1\C(=O)NC(=O)N(c2cc(C)cc(C)c2)C1=O (stereo not given),5,9
Clc1ccccc1CN1CCN(c2ccccc2)CC1,22,-9
Cc1c(C(=O)N2CCC3(CC2)OCCO3)sc2ncnc(N3CCN(c4ccccn4)CC3)c12,-3,7
CC(=NCCCN1CCOCC1)c1c(O)[nH]c(=O)[nH]c1=O,-5,-3
COc1nc(NC(C)C)nc(NC(C)C)n1,-7,6
CCCNS(=O)(=O)c1ccc(OCC(=O)N2CCN(C)CC2)cc1,3,9
CCOc1ccccc1-n1c(O)c(C=NCc2ccc3c(c2)OCO3)c(=O)[nH]c1=O,3,-2
CC(=O)OC1N=C(c2ccccc2)c2ccccc2NC1=O (stereo not given),-1,3
Cc1sc2nc(COC(=O)Cc3ccccc3)[nH]c(=O)c2c1C,-2,3
Cc1cc(O)c(CN2CCN(c3ccccc3)CC2)cc1C,6,5
CCOC(=O)CC1=C(C(=O)OCC)C2(C(=O)N1CC(=O)OC)C(C#N)=C(N)Oc1ccccc12 (stereo not given),0,2
CC(=O)Nc1cc(C(=O)N2CCC3(CC2)OCCO3)ccc1Sc1ccc(C)cc1,3,7
Cc1ccc(-c2nc(N(C)C3CCN(C)CC3)c3ccccc3n2)cc1,0,-4
O=[P+](Cc1ccccc1)Cc1ccccc1,0,-3
COc1ccccc1N1CCN(C(CNC(=O)Oc2ccccc2)c2cccnc2)CC1 (stereo not given),-2,8
O=c1c2ccccc2nc(CSc2ncnc3nc[nH]c23)n1-c1ccccc1Cl,-1,6
CN(C)c1ccc(NC(=O)CN2C(=O)CN=C(c3ccccc3)c3cc(Cl)ccc32)cc1,5,3
N[C@@H](Cc1cc(Br)c(O)c(Br)c1)C(=O)O,10,5
CC1=C(C(=O)OC(C)C)[C@]2(C(=O)N(CC(N)=O)c3ccccc32)C(C#N)=C(N)O1,9,6
CC1CN(CCc2ccccc2)CC(C)O1 (stereo not given),7,7
C=C1CC[C@@]2(O)[C@H]3Cc4ccc(O)c5c4[C@@]2(CCN3CC2CC2)[C@H]1O5,-1,12
COc1ccc(S(=O)(=O)NC(CC(=O)N2CCC3(CC2)OCCO3)C(C)C)cc1 (stereo not given),-4,-1
COCCCNC(=O)c1c(NC(=O)c2ccccc2Cl)n(Cc2ccccc2)c2nc3ccccc3nc12,-7,-13
CCOc1ccccc1-n1c(O)c(C=Nc2ccc(N(CC)CC)cc2)c(=O)[nH]c1=O,1,-3
COc1cccc(-n2c(O)c(C=NCc3ccc4c(c3)OCO4)c(=O)[nH]c2=O)c1,-9,7
Cc1ccc(C(=O)Nc2ccc(-n3ccnc3P(=O)(O)c3ccccc3)cc2)cc1,6,4
O=P(NS(=O)(=O)c1ccccc1)(Oc1ccccc1)Oc1ccccc1,-4,6
c1ccc(Cn2ccnc2)cc1,-2,10
O=C(Cc1ccccc1)OCCNC(=O)c1cccnc1,-1,-3
CC1=CC(=O)NP(=O)(Oc2ccc3ccccc3c2)N1 (stereo not given),4,-13
Cc1cccc(CN2CCN(Cc3ccc(Cl)cc3)CC2)c1,9,2
CCC(COC(=O)NC)NC(=O)Oc1cccc(C)c1 (stereo not given),-3,7
CCCCCCOc1ccc(CN2CCN(CC)CC2)cc1,-6,-1
CCCCn1c(O)c(C(CC)=NCc2cccnc2)c(=O)[nH]c1=O,5,2
COC(=O)C1C2c3ccccc3OC1(C)N=c1s/c(=C/c3cnn(C)c3C)c(=O)n12 (stereo not given),2,4
O=P(N1CCCCC1)(N1CCCCC1)C(Cl)(Cl)Cl,-1,-5
CN(Cc1ccccc1)C(=C(Cl)Cl)/C(=C1/NCCN1Cc1ccc(Cl)nc1)[N+](=O)[O-],1,-2
Cc1ccc2c(c1)[C@@H]1CN(C)CC[C@@H]1N2C(=O)Nc1cccc(C(F)(F)F)c1,-11,24
O=C(c1cc(S(=O)(=O)N2CCCCC2)ccc1F)N1CCC2(CC1)OCCO2,-2,10
COc1ccc(/C=C2/C(=O)NC(=O)N(C3CCCCC3)C2=O)cc1CSc1ccccn1,1,4
C=Cn1ccnc1P(=S)(c1nccn1C=C)C1CCCCC1,0,1
CCOC(=O)c1ccc(N2C(=O)CC(N3CC=C(c4ccc(F)cc4)CC3)C2=O)cc1 (stereo not given),0,2
CCOP(=O)(OCC)C(NC(=O)C(C)C)C(Cl)(Cl)Cl (stereo not given),-9,0
O=C1NC(=S)NC(=O)C12C(c1ccc(F)cc1)NC(=S)NC2c1ccc(F)cc1 (stereo not given),7,6
Cc1ccc(-n2nc(C)cc2NC(=O)COc2cc(C)cc3oc(=O)c4c(c23)CCC4)cc1,-5,12
COc1ccc(N=C2SCCCN2C)cc1,-1,1
C[N+]1(C)CCN(c2ccccc2)CC1,6,7
CC1(C)CC(=O)C(C2(O)C(=O)NC(=O)NC2=O)=C(O)C1,1,4
CN1C(=O)N(C)C(=O)C2(Cc3c(nc4ccccn4c3=O)N3CCc4ccccc4C32)C1=O (stereo not given),-1,-8
# (list continues)
SMILES,FXIa inh,FXIIa inh
CCN(CC)CCCN=Cc1c(O)n(Cc2ccc(F)cc2)c(=O)[nH]c1=O,1,9
Cn1c(O)c(C=NCCCC(=O)O)c(=O)n(C)c1=O,1,-7
COc1ccccc1CC1C(=O)C2CCN1CC2 (stereo not given),-1,4
CN(CCCCC(=O)/C=N/O)Cc1ccccc1 (tested in a mixture with another compound),-3,4
CCN(CC)CCN=Cc1c(O)n(C2CCCCCC2)c(=O)[nH]c1=O,-2,9
CCCCC1(CCCC)C(=O)NC(=Nc2cccc(C)c2)NC1=O,-8,10
O=C1NCN(c2ccccc2)C12CCNCC2,-4,2
CCC1(CC)C(=O)N(Cc2ccccc2)C(=O)N(Cc2ccccc2)C1=O,-3,-2
Cc1ccc(NC(=O)CN2C(=O)CN=C(c3ccccc3)c3cc(Cl)ccc32)cc1,1,10
C[C@]12CC[C@@H](O)C[C@@H]1CC[C@@H]1[C@@H]2CC[C@]2(C)[C@@H](O)CC[C@@H]12,2,4
COc1ccccc1N1CCN(Cc2ccc(Cl)cc2Cl)CC1,4,11
CCCCn1c(O)c(C(C)=NCCN2CCOCC2)c(=O)[nH]c1=O,27,-14
CCCCSC1=NN1c1nc(N)nc(C)c1CC,-10,2
N#Cc1cc(F)c(N2CCNCC2)cc1Cl,3,-7
COc1ccc2c(c1)c(C(=O)CN1CCC3(CC1)OCCO3)c(C)n2Cc1ccccc1,-9,2
CCC(C)C1N=C(c2ccccc2)c2cc(Cl)ccc2N(CC(=O)NCc2ccco2)C1=O (stereo not given),1,6
CCOc1ccc(Cc2c(O)[nH]c(=O)[nH]c2=O)cc1,-2,4
Cc1cc(NC(=O)COC(=O)c2c(C)nn(Cc3ccccc3Cl)c2C)no1,-13,1

# Looked up by compound from above (four):
SMILES,FXIa inh,FXIIa inh
CCCCSC1=NN1c1nc(N)nc(C)c1CC,-10,2
CCOc1ccc(Cc2c(O)[nH]c(=O)[nH]c2=O)cc1,-2,4
CCCCn1c(O)c(C(C)=NCCN2CCOCC2)c(=O)[nH]c1=O,27,-14
Cc1cc(NC(=O)COC(=O)c2c(C)nn(Cc3ccccc3Cl)c2C)no1,-13,1

# Grouped by structure, the compounds so far with an aryl methoxy group
SMILES,FXIa inh,FXIIa inh
COc1ccccc1-n1c(O)c(C=NC2CC2)c(=O)[nH]c1=O,-3,6
COc1ccc(CCNCc2ccc(OC)c(OC)c2OC)cc1,0,1
COc1ccc(C(=O)CC2(CC(=O)c3ccc(OC)cc3)C(=O)N(C)C(=O)N(C)C2=O)cc1,2,-6
COc1ccc(-c2nc3ccccc3n2OC(=O)N(C)C)cc1,-9,4
COc1ccccc1N1C(=O)NC(=O)C2(Cc3cc(C)ccc3N(C)C2)C1=O (stereo not given),-1,7
CCOC(=O)c1c(-c2ccc(OC)cc2)oc2ccc(OC(=O)N(C)C)cc12,-5,-26
COc1cccc(OC)c1C(=O)Nc1nc(N)n(-c2ccccc2)n1,5,7
COc1nc(NC(C)C)nc(NC(C)C)n1,-7,6
COc1ccccc1N1CCN(C(CNC(=O)Oc2ccccc2)c2cccnc2)CC1 (stereo not given),-2,8
COc1ccc(S(=O)(=O)NC(CC(=O)N2CCC3(CC2)OCCO3)C(C)C)cc1 (stereo not given),-4,-1
COc1cccc(-n2c(O)c(C=NCc3ccc4c(c3)OCO4)c(=O)[nH]c2=O)c1,-9,7
COc1ccc(/C=C2/C(=O)NC(=O)N(C3CCCCC3)C2=O)cc1CSc1ccccn1,1,4
COc1ccc(N=C2SCCCN2C)cc1,-1,1
COc1ccccc1CC1C(=O)C2CCN1CC2 (stereo not given),-1,4
COc1ccccc1N1CCN(Cc2ccc(Cl)cc2Cl)CC1,4,11
COc1ccc2c(c1)c(C(=O)CN1CCC3(CC1)OCCO3)c(C)n2Cc1ccccc1,-9,2
